# Bioassay records as filed in PubChem BioAssay.
# DRD3 agonist: D3 dopamine receptor (human) agonism. P35462. D3R DiscoveRx beta-arrestin cells, luminescence, 90 min. max activation, %. hit rate 0.58% among 410,000. AID 652048; in the data active = max activation above about 30%; also: 0% is about no effect; mostly tested at two doses, the higher about 12 µM
#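 Cells at 1500/well, incubated overnight, then treated with pinned compounds (dopamine as control) for 90 min at 37 degrees C. DiscoveRx reagent added for 30 - 60 minutes at room temperature; luminescence read.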
# GLP1R ag: activates the human GLP-1 receptor; HEK293 GLP-1R CRE-luciferase, luminescence, 4-6 h; cells express a hypersensitive GLP-1R form; Potency, µM (top dose mostly 45.6 µM), for inactives: at the highest dose activation, hits mostly activators; hit rate 0.007% among 380,000; P43220; also: potency is read from the fitted curve at half-maximal effect; % of control where 0% means no effect
# Target sequence (P43220 whole entry, looked up): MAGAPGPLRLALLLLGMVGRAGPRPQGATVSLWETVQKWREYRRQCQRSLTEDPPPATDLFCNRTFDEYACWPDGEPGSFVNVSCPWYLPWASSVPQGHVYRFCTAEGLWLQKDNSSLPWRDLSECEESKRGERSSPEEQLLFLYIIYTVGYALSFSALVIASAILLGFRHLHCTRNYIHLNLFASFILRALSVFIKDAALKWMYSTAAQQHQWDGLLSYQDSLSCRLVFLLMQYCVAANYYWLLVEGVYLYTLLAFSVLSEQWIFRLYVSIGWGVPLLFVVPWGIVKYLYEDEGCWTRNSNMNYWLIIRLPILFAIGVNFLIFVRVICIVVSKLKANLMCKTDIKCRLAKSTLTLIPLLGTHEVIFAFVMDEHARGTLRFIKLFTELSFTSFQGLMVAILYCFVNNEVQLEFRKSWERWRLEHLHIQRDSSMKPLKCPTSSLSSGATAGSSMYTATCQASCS
# WRN inhibitor: inhibitors of human WRN helicase; Q14191; WRN helicase unwinding, fluorescent forked duplex, kinetic; Potency, µM (highest dose often 114 µM), without a hit: at the top dose activity change, negative = inhibition, actives largely listed as inhibitors; hit rate 0.46% among 360,000; also: potency is read from the fitted curve at half-maximal effect; % is scaled to controls: 0 for no effect and ±100 for the full control effect; nearly all actives have a fitted effect of over 55% in size
#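 WRN at 20 nM final preincubated with compound 15 min at room temperature; reaction started with 100 nM fluorophore/quencher forked duplex oligonucleotide and 2 mM ATP final. Unwinding followed kinetically by red fluorescence (ex 525, em 598 nm).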
# GLP1R inv ag: GLP-1 receptor (human) inverse agonism. Potency, µM (top dose mostly 38.3 µM), without a hit: at the highest dose activity change, negative = inhibition, actives largely listed as inhibitors. P43220. HEK293 GLP-1R CRE-luciferase, luminescence, 24 h; GLP-1R form is constitutively active. hit rate 1.6% among 410,000; also: potency is read from the fitted curve at half-maximal effect; % is scaled to controls: 0 for no effect and ±100 for the full control effect; nearly all actives have a fitted effect of over 55% in size
#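 Readout was luciferase luminescence, measured 12 min after detection reagent at room temperature. Beforehand, GLP-1R reporter HEK293 cells had sat 12 h, then received compounds for 24 hr at 37 deg C.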
# IL2 activator: activates IL-2 in a cell-based reporter assay; IL-2 activation reporter assay, cell-based qHTS; stimulated with anti-CD3/CD4/CD28 beads; in transgenic mouse T cells; activation, % (series mostly up to about 46 µM); hit rate 0.065% among 360,000; AID 652025; in the data active = activation above about 50%; inconclusive = mostly about 30% to 49%; also: 0% is about no effect
#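 Quantitative HTS in unstimulated transgenic mouse T cells, with memory T cells as non-tolerant control and PMA/ionomycin as tolerance-bypass control. Compound pretreatment lasted 60 minutes before 18 h bead stimulation; EGFP/DsRed fluorescence read.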
# GLP1R cytotox: cytotoxicity counter-screen for GLP-1 receptor inverse agonists; hit rate 0.13% among 410,000; Potency, µM (highest dose often 38.3 µM), for inactives: at the top dose activity change, negative = inhibition, hits mostly inhibitors; HEK293 cAMP-luciferase reporter cells, luminescence, 24 h;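 also: loss of luciferase light is scored as toxicity; potency is read from the fitted curve at half-maximal effect; % is scaled to controls: 0 for no effect and ±100 for the full control effect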
#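 Quantitative HTS format, 1536 wells, 200 cells/uL seeded. Compounds: 23 nL, 24 h, 37 °C. Detection: luciferase reagent, luminescence at 12 min RT; decreased signal taken as cytotoxic.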
# PI5P4K alpha inh: PI5P4K alpha (human) kinase inhibition | P48426 | PI5P4Kalpha enzyme, ADP-Glo luminescence, 60 min; active compounds read low | max response, % | hit rate 1.2% among 330,000 | AID 652105; active = max response of -50% or lower; inconclusive = between -30% and -50%; inactive = -30% or higher; also: value at the top dose of about 77 µM; % is scaled to controls: 0 for no effect and ±100 for the full control effect
# Target sequence (P48426 whole entry, looked up): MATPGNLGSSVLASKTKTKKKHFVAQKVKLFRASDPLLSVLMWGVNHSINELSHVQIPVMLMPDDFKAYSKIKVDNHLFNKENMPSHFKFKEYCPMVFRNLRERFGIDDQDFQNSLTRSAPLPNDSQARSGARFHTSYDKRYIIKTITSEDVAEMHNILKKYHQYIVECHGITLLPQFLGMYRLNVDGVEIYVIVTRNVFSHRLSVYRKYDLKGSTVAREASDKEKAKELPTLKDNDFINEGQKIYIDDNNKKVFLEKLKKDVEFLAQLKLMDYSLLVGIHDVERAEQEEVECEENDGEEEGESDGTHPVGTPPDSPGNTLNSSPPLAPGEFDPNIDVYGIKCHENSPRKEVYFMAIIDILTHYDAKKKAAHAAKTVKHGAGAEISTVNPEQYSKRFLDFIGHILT
#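 Single end-point luminescence (ADP-Glo) quantified ADP from PI5P4Kalpha turnover; ATP 5 microM final, 1 h at RT, 0.1% CHAPS and 0.28 mM EGTA in HEPES pH 7.4.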
# DRD3 antagonist: antagonists of human D3 dopamine receptor; P35462; D3R cells, DiscoveRx beta-arrestin luminescence, antagonist mode; active compounds read low; max response, negative = inhibition, %; hit rate 2.5% among 360,000; AID 652054; in the data active = max response below about -50%; inconclusive = no clear call, values can overlap the other calls; also: % is scaled to controls: 0 for no effect and ±100 for the full control effect; mostly tested at two doses, the higher about 12 µM
#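 Cells expressing the human receptor were seeded at 1500 cells/well, incubated overnight at 37 degrees C in 5% CO2, then exposed to library compounds with dopamine controls for 90 minutes at 37 degrees C before luminescent detection.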
# PLK1 PBD block: inhibitors of human PLK1 polo-box domain binding; P53350; Plk1 PBD binding of FITC phosphopeptide, fluorescence polarization; Potency, µM, for inactives: max response, negative = inhibition, usual class: inhibitors; hit rate 2.8% among 360,000; AID 720504; also: potency is read from the fitted curve at half-maximal effect; series mostly up to about 57 µM; % is scaled to controls: 0 for no effect and ±100 for the full control effect; nearly all actives have a fitted effect of over 65% in size
# Numbers without * were called inactive; ? = inconclusive; nt = not tested or not shown; & = joins results of further samples; [ ] = remark or other dose. Unless noted, calls follow the shape of the dose curve; as a rule, active = well fitted curve in the direction sought with a large enough effect; inconclusive = small, poorly fitted or top-dose-only effect, or another doubt; inactive = no such curve, though single readings can be large; an effect the other way counts as inactive or inconclusive.
SMILES,DRD3 agonist,GLP1R ag,WRN inhibitor,GLP1R inv ag,IL2 activator,GLP1R cytotox,PI5P4K alpha inh,DRD3 antagonist,PLK1 PBD block
CSc1nnc(SCC#N)s1,1,-2%,-24%,0%,2.3,4%,0,1,-1%
COc1ccccc1NS(=O)(=O)c1cc(C(=O)NC2CC(C)(C)NC(C)(C)C2)ccc1Cl,0,0%,-4%,?,0.5,3%,4,21,-9%
O=C(Cc1ccc(Cl)cc1)Nc1ccccc1Sc1ccccc1,-7,4%,-30%,0%,-4.3,22%,-1,-8,-12%
CS(=O)(=O)N(CC(=O)N1CCN(Cc2ccccc2)CC1)C1CCCCC1,4,-10%,5%,6%,-1.7,-6%,0,-1,-26%
COCCSc1nnc(NC(=O)Cc2ccc(OC)c(OC)c2)s1,-5,6%,-1%,-2%,0.8,-6%,1,-17,-14%
CCCn1c(=O)[nH]c(=O)c2c1nc(-c1ccc3c(c1)OCCO3)n2CCN1CCOCC1,0,-9%,-1%,10%,1.0,-2%,2,-23,-8%
Cc1ccccc1Nc1cc(C(=O)NCc2ccco2)c2ccccc2n1,-2,-12%,97%[activator],?,0.9,?,-3,-11,0%
Cc1onc(-c2c(Cl)cccc2Cl)c1C(=O)NC1CCCCC1,-1,10%,-4%,?,-0.3,9%,3,0,-5%
Cc1c(N2C(=O)C3C4C=CC(C4)C3C2=O)c(=O)n(-c2ccccc2)n1C (configuration not stated),3,7%,4%,-7%,-0.4,1%,-5,39,-3%
COc1cccc(NC(=O)C2CCCN(S(=O)(=O)c3ccc(-n4cnnn4)cc3)C2)c1 (configuration not stated),2,-9%,-10%,5%,1.1,-17%,-2,14,6%&-1%
O=C1c2ccccc2C(=O)N1CN(C(=O)COc1ccc(Cl)cc1Cl)c1cccc(F)c1,-5,-11%,-18%,5%,-0.4,16%,9,-23,-5%
CCNc1nc(NCC)nc(N(C#N)CCOc2ccccc2)n1,5,23%,2%,11%,-0.4,-5%,2,3,11µM*
CC(C)C(NS(=O)(=O)c1cccs1)C(=O)NCCCN1CCCCCC1 (configuration not stated),-3,-2%,2%,17%,1.3,17%,-5,-3,-17%
COc1ccc(S(=O)(=O)NCC2CCCN(C(=O)c3occc3C)C2)cc1 (configuration not stated),3,3%,0%,15%,-3.2,-3%,-5,12,5%
N#CCNC1CC(=O)N(c2ccc(F)cc2)C1=O (configuration not stated),1,11%,2%,0%,-1.4,-3%,2,0,-14%
Cc1cccc(C)c1NC(=O)CNC(=O)CCC(=O)N1CCOCC1,-26,5%,8%,9%,-4.2,0%,0,-14,2%
O=C(O)c1cc(S(=O)(=O)N2CCCCCC2)c(Cl)cc1Cl,-7,1%,-5%[57.1 µM],-6%,-2.6,64%[activator],nt,-23,-11%
CCOC(=O)C1CCN(Cc2cnc(Oc3ccc(N)cc3)s2)CC1,1,6%,4%,4%,-3.6,6%,-7,-13,-7%
O=C(CN1C(=O)NC2(CCCC2)C1=O)Nc1ccc(F)c(Cl)c1,-4,0%,4%,?,1.3,-16%,-3,-6,-5%
CC(=O)NC(CC(=O)NC1CCCc2ccccc21)c1ccccc1 (configuration not stated),-21,1%,-28%,5%,-2.8,16%,-1,-11,-7%
O=C1CCN(Cc2nc(-c3ccc(Cl)cc3)no2)CCN1,17,0%,-8%,4.5µM*,-1.0,-1%,-2,4,1%
CN(CC(=O)Nc1ccccc1Cl)C(=O)COC(=O)CN1C(=O)NC2(CCCC2)C1=O,3,4%,-10%,0%,-0.4,-10%,3,3,-4%
NC(=O)c1oc2ccc(Cl)cc2c1NC(=O)CN1CCOCC1,4,1%,1%,15%,0.8,-2%,-3,34,-2%
CCc1ccc(S(=O)(=O)NCCc2cn3ccsc3n2)s1,3,-1%,-4%,-5%,-1.8,0%,6,10,-5%
Cc1ccc([C@H]2C[C@H](O)[C@@H](n3cc(C4CC4)nn3)CN2C(=O)c2cccs2)cc1,2,2%,-6%,-17%,-2.5,-16%,3,2,2%

# Compound profiles, as listed above.
# `CSc1nnc(SCC#N)s1` across the screens: DRD3 agonist: 1; GLP1R ag: -2%; WRN inhibitor: -24%; GLP1R inv ag: 0%; IL2 activator: 2.3; GLP1R cytotox: 4%; PI5P4K alpha inh: 0; DRD3 antagonist: 1; PLK1 PBD block: -1%
# `Cc1cccc(C)c1NC(=O)CNC(=O)CCC(=O)N1CCOCC1` across the screens: DRD3 agonist: -26; GLP1R ag: 5%; WRN inhibitor: 8%; GLP1R inv ag: 9%; IL2 activator: -4.2; GLP1R cytotox: 0%; PI5P4K alpha inh: 0; DRD3 antagonist: -14; PLK1 PBD block: 2%

# (more compounds)
SMILES,DRD3 agonist,GLP1R ag,WRN inhibitor,GLP1R inv ag,IL2 activator,GLP1R cytotox,PI5P4K alpha inh,DRD3 antagonist,PLK1 PBD block
O=C(C1CCCO1)N1CCN(c2c3c(nc4cc(-c5ccc(F)cc5)nn24)CCC3)CC1 (configuration not stated),1,-3%,-4%,23%,2.0,8%,nt,4,-10%
CC(C)(C)c1ccc(C(CC(=O)O)NC(=O)C23CC4CC(CC(C4)C2)C3)cc1 (configuration not stated),1,-5%,4%,-28%,2.4,1%,-7,2,-14%
CCOC(=O)C1CCCN(C(=O)C2COc3ccccc3O2)C1 (configuration not stated),15,-5%,4%,-5%,-4.9,-9%,0,9,0%
Cc1oc(-c2ccoc2)nc1CN(Cc1ccccc1)CC1CC1,-1,19%,-7%,-14%,-0.8,3%,2,15,-7%
COc1ccccc1N1CC(C(=O)Nc2nnc(SCC(=O)N3CCOCC3)s2)CC1=O (configuration not stated),6,-10%,-15%,0%,-0.8,-4%,-7,15,-1%
O=C(Nc1nccs1)c1ccc(-c2ccc(Cl)cc2)o1,2,-4%,-2%,?,-3.1,?,-4,0,3%
Cc1ccc(S(=O)(=O)N2[C@@H](c3ccc(F)cc3)C(C(=O)O)=CC[C@H]2c2ccc(C(C)C)cc2)cc1,-24,-6%,-26%,?,-0.5,-4%,8,1,?
CS(=O)(=O)c1[nH]nc(-c2ccccc2Cl)c1C#N,-9,0%,0%,?,-0.8,-2%,2,-4,1%
CCN(CC)c1cc(C)c2cc(NC(=O)c3ccccc3F)ccc2n1,1,28%,1%,?,-3.1,21%,-1,13,7%
Cc1c(C(=O)Nc2cccc([N+](=O)[O-])c2)sc2ncn(CC(=O)N3CCOCC3)c(=O)c12,4,2%,8%,10%,1.7,1%,-1,-13,-4%
COc1cc(C(=O)N2CCN(C(=O)c3cc(-c4ccccc4)n[nH]3)CC2)cc(OC)c1OC,2,-5%,-7%,-1%,0.1,0%,7,13,-16%
COc1cccc(S(=O)(=O)NCc2ccc(C(=O)Nc3cccc(Cl)c3)cc2)c1,-10,-17%,-10%,?,1.1,?,-7,3,-2%
O=C(CN(c1cccc(Br)c1)S(=O)(=O)c1ccccc1)N/N=C/c1cc([N+](=O)[O-])ccc1O,-19,1%,-25%,?,3.6,-17%,-19,-24,?
O=C(CCS(=O)(=O)c1ccccc1)Nc1nc2ccc(F)cc2s1,-12,9%,-27%,7%,-0.5,-22%,-14,?,?
CCCN1CCC(N(CCc2ccccc2)Cc2ccccc2)CC1,-5,8%,1%,?,-2.8,-5%,23,-97*,-2%
Cc1cccc(NC(=O)C(=O)NCC2CCCN2S(=O)(=O)c2ccccc2)c1 (configuration not stated),2,6%,-7%,?,0.2,9%,-9,16,5%
COc1ccc(CN2C(=NC(=O)C3CC3)SC3CS(=O)(=O)CC32)cc1OC (configuration not stated),-19,-3%,6%,0%,1.6,-16%,4,14,8%
c1ccc(-c2nnc(N3CCN(c4ccccc4)CC3)nc2-c2ccccc2)cc1,7,10%,-4%,?,-4.9,3%,1,1,-3%
COCc1nn2c(N)c(C#N)cnc2c1-c1ccccc1,-5,18%,-24%,97%[activator],0.2,-8%,4,0,-5%
CCOC(=O)COc1ccc(F)cc1C(=O)c1ccn2nc(-c3ccc(C)cc3)cc2n1,7,-1%,nt,19%,nt,2%,nt,nt,nt
CC1CC(CCC(=O)NC(=S)Nc2ccc(Cl)cn2)C(=O)O1 (configuration not stated),2,1%,1%,2%,4.0,-3%,1,-2,-17%
O=C(C1=C[C@@H](c2ccccc2)C[C@@H](OCc2ccc(CO)cc2)O1)N1CCCCCCC1,12,6%,-6%,-16%,0.2,1%,-2,0,-7%
COC(=O)c1ccc(CNC(=O)COC(=O)c2cc(Cl)ccc2O)cc1,1,-5%,2%,-10%,-0.2,-11%,2,10,0%
Cc1c(CC(=O)N2CCN(C(=O)C3COc4ccccc4O3)CC2)c(=O)oc2cc(O)ccc12 (configuration not stated),2,5%,-9%,?,-1.4,309%[activator],1,5,-13%
COCCNC(=O)c1c(CSc2ccccc2)noc1C(=O)NCc1ccccc1,6,13%,8%,?,1.2,1%,-1,10,-8%
# Later entries
SMILES,DRD3 agonist,GLP1R ag,WRN inhibitor,GLP1R inv ag,IL2 activator,GLP1R cytotox,PI5P4K alpha inh,DRD3 antagonist,PLK1 PBD block
CCN(CC)S(=O)(=O)c1cccc(C(=O)Nc2ccccc2)c1,-9,6%,-1%,?,-1.9,-1%,0,-9,-4%
COc1cc([N+](=O)[O-])ccc1NC(=O)C[n+]1ccccc1C,-1,-8%,4%,-2%,1.1,-12%,0,?,-7%
CSc1nc2ccc(Br)cc2[nH]1,3,1%,-7%,16%,-0.5,0%,10,15,-1%
CCOc1ccccc1NC(=S)N1CCN(c2ccc(O)cc2)CC1,2,-13%,8%,?,-2.5,-3%,1,7,-4%
COc1ccccc1-c1nnc(SCCN2CCOCC2)n1-c1ccc(C)cc1,1,-2%,-4%,3%,-2.7,-4%,-7,0,-19%
O=C(NCCOc1ccccc1)C1Nc2ccc(C(F)(F)F)cc2C2c3ccccc3CC12 (configuration not stated),2,6%,-1%,?,-0.6,7%,33,29,-11%
COc1ccccc1CC1S/C(=N/N=C/c2ccco2)NC1=O (configuration not stated),-3,12%,1%,-14%,0.8,-12%,-3,-5,-14%
CC1(C)Cc2c(cnn2-c2ccc(F)cc2)C(NC(=O)CCc2ccncc2)C1 (configuration not stated),4,7%,0%,-4%,-2.2,7%,6,6,-3%
